# Source: PubChem
# D2 potentiator – positive allosteric modulators of human D2 dopamine receptor; potentiation, % at 10 µM; 0.34% of 340,000 active; AID 485347; HEK293 T-REx D2, calcium flux, EC20 dopamine potentiation;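 active = potentiation over 3 SD above the plate norm, cut at about 30% in these data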; note: 0% is about no effect
# Target sequence (P14416 whole entry, looked up): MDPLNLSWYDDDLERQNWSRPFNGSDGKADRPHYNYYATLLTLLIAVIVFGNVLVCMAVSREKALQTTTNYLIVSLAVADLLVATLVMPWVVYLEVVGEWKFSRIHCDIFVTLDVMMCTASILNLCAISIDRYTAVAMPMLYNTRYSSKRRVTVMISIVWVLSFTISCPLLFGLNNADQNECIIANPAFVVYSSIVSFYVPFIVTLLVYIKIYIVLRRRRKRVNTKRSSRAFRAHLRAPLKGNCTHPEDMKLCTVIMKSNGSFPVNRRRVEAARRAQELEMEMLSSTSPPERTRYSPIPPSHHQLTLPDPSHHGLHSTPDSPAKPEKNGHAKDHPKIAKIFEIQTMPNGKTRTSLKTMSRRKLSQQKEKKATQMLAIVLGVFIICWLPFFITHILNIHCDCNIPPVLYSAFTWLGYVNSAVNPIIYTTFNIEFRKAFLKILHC
#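 Potentiation of an EC20 dopamine calcium response measured kinetically over 180 s, after a preceding 180 s compound-only read flagging agonists. Cells: inducible Hek293 Trex D2 line, 4000/well, cultured overnight at 30 C before dye loading.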
# Glioma ERSR ind – ER stress response induction in glioma. U87-MG GRP78 promoter luciferase reporter, 16 h. Potency, µM, for the others: at the top dose activation, most hits filed as activators. 0.02% of 420,000 active. AID 602332; note: potency is the fitted concentration of half-maximal effect; series mostly up to about 76 µM; % of control where 0% means no effect; nearly all actives have a fitted effect of over 35% in size
#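 Stably transfected U87-MG human glioma cells carrying a GRP78-based luminescent sensor were seeded at 1000 cells/well, pin-dosed with compounds and incubated 16 h. Luciferase reagent was then added, and end-point luminescence was read after 10 min at room temperature.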
# D1 PAM – human D1 dopamine receptor positive modulation; HEK293 TREx D1 cells, calcium flux, dopamine EC20 potentiation; 0.036% of 360,000 active; potentiation, % at 10 µM; P21728; in the data active = potentiation above about 30%; note: 0% is about no effect
# Target sequence (P21728 whole entry, looked up): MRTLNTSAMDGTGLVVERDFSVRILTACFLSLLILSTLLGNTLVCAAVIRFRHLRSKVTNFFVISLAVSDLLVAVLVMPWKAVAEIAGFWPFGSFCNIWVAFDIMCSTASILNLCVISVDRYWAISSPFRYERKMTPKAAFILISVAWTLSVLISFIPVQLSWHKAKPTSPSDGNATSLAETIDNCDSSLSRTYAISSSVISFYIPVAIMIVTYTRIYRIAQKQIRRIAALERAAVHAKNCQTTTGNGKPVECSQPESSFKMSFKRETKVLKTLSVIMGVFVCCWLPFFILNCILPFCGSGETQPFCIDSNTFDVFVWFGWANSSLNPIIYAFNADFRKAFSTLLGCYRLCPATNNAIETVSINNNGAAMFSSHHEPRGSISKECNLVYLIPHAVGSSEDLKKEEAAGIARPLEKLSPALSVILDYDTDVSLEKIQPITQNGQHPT
# D1 agonist – agonists of human D1 dopamine receptor; P21728; HEK293 T-REx D1 cells, calcium flux, agonist mode; activation, % at 2 µM; 1% of 360,000 active; in the data active = activation above about 30%; note: 0% is about no effect
#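 Inducible HEK293 T-REx D1 cells, force-coupled to calcium signalling, were plated at 4000 cells/well with tetracycline and held overnight at 30 C. After no-wash calcium dye loading, compound-evoked calcium rise over 180 s flagged agonists.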
# RXFP1 agonist – agonists of human relaxin receptor RXFP1; 0.3% of 370,000 active; AID 2676; Potency, µM (series often up to 57.5 µM), without a hit: at the highest dose activation, most hits filed as activators; HEK293T-RXFP1 cAMP TR-FRET, 30 min; response scale: percent of porcine relaxin response, buffer zero; Q9HBX9; note: potency is the fitted concentration of half-maximal effect; % is set by controls: 0 for no effect and ±100 for the full control effect; nearly all actives have a fitted effect of over 60% in size; many of its hits are not listed in these tables
#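 Agonist response is measured as cAMP accumulation in an RXFP1-transfected HEK293T line under PDE4 inhibition. Values are scaled between buffer-only and 29 nM porcine relaxin, and EC50s come from standard Hill equation fits.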
# Vif-APOBEC3G blk – Vif-A3G binding inhibition. Potency, µM (top dose mostly 46.1 µM), for the others: at the highest dose activity, negative = active, actives largely listed as inhibitors. HeLa A3G-eYFP + Vif (tagged APOBEC3G with the HIV-1 protein that degrades it), YFP fluorescence, overnight. AID 602310. 0.076% of 410,000 active;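 note: potency is the fitted concentration of half-maximal effect; % is set by controls: 0 for no effect and ±100 for the full control effect; nearly all actives have a fitted effect of over 60% in size; hits raise eYFP signal because A3G escapes Vif-driven loss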
#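 Read-out is eYFP fluorescence (Ex 488/Em 500-530) from Vif-expressing HeLa A3G-eYFP cells; more signal means A3G escaped Vif-mediated degradation. Cells plated overnight, compound pinned in, incubated overnight at 37 deg C.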
# D1 antagonist – human D1 dopamine receptor antagonism | 3.2% of 360,000 active | P21728 | activity change, negative = inhibition, % at 10 µM | AID 504652 | HEK293 TREx D1 cells, calcium flux, dopamine EC80; hits give low values; in the data active = activity change below about -30%; note: % is set by controls: 0 for no effect and ±100 for the full control effect
#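 Tetracycline-induced HEK293 T-REx cells with force-coupled D1 receptor were loaded with a no-wash calcium dye. Compound was added after a 10 s baseline and read kinetically for 180 s; EC80 dopamine was then added and calcium flux followed another 180 s.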
# LDHA inh – blocks human lactate dehydrogenase A. P00338. purified LDHA, NADH/diaphorase-resazurin fluorescence; hits give low values. activity change, % (values are at about 110 or 230 µM). 0.15% of 480,000 active; in the data active = activity change below about -30%; inconclusive = mostly about -25% to -30%;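 note: plate controls were DMSO wells for no effect and wells without enzyme for full effect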
#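 Human LDH5 (2 nM) was incubated with 0.06 mM NADH and 0.2 mM pyruvate for 5 min at room temperature in Tris pH 7.4. Remaining NADH was coupled through diaphorase/resazurin, and resorufin fluorescence was read at 0 and 20 min.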
# Vif-APOBEC3F blk – Vif-A3F binding inhibition; AID 602313; HeLa A3F-eYFP + Vif (tagged APOBEC3F with the HIV-1 protein that degrades it), YFP fluorescence increase; 0.2% of 390,000 active; Potency, µM (highest dose often 46.1 µM), for the others: top-dose activity, negative = active; note: potency is the fitted concentration of half-maximal effect; % of control where 0% means no effect; nearly all actives have a fitted effect of over 65% in size
#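 HeLa cells stably expressing A3F-eYFP plus Vif, plated and incubated overnight at 37 deg C, then exposed to compounds overnight at 37 deg C. Blocked degradation read as raised yellow fluorescence (Ex 488/Em 500-530).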
# Numbers without * were called inactive; ? = inconclusive; / = no result given; & = joins results of further samples. Unless noted, calls come from the whole dose curve; as a rule, active = well fitted curve in the direction sought with a large enough effect; inconclusive = small, poorly fitted or top-dose-only effect, or another doubt; inactive = no such curve, though single readings can be large; an effect the other way counts as inactive or inconclusive. A portion of the library. The share of hits here may be higher or lower than overall.
SMILES,D2 potentiator,Glioma ERSR ind,D1 PAM,D1 agonist,RXFP1 agonist,Vif-APOBEC3G blk,D1 antagonist,LDHA inh,Vif-APOBEC3F blk
CCC(=O)Nc1ccc(Cl)c(NC(=O)c2cccnc2)c1,28,-4%,-3,4,3.6%,-1%,-10,-14,-7%
O=S(=O)(c1ccccc1)N1CCN(C2CCCCCCC2)CC1,/,-4%,2,-2,0.2%,1%,11,4,-8%
CNC(=S)Nc1ccc(N2CCN(c3ccc(C(F)(F)F)cn3)CC2)nc1,2,-2%,-3,14,-0.7%,2%,-9,0,-2%
Cc1ccc(C)c(OCC(=O)N(Cc2ccccc2)c2c(N)n(Cc3ccccc3)c(=O)[nH]c2=O)c1,/,-2%,/,/,/,-2%,/,-14,8%
CCOC(=O)C1CCCN(CC(=O)N(C)c2c(N)n(Cc3ccccc3)c(=O)[nH]c2=O)C1 (centres undefined),/,-3%,/,/,/,2%,/,2,0%
CC(C)CN1C(=O)C(=O)N(CC(=O)NCCCc2ccccc2)C1=O,/,-4%,/,/,/,-9%,/,-6,3%
CC(=O)Nc1nonc1-c1nnc(SCC(=O)Nc2ccc(F)cc2F)n1-c1ccccc1,-2,-3%,0,-2,1.0%,-1%,4,4,3%
COc1ccc(C(=O)OCC[N+]2(C)CCCCC2)cc1,7,-10%,3,2,-0.4%,0%,5,-5,-8%
Cc1ccc(N2CCN(S(=O)(=O)c3c(C)[nH]c(=O)[nH]c3=O)CC2C)cc1 (centres undefined),-8,2%,-2,0,-0.8%,-2%,-18,-18,1%
COc1ccc(CC(=O)Nc2cc(C)ccn2)cc1OC,/,-3%,/,/,/,-1%,/,-5,10%
COc1ccc(CCNC(=O)CCCn2c(=O)c3ccccc3n(CC(=O)Nc3ccc(C)cc3Cl)c2=O)cc1OC,5,-9%,-2,10,4.9%,-23%,-29,-4,-4%
CNCCCOc1ccc(Cl)cc1C(C)(C)C,11,-3%,-14,23,3.0%,-1%,5,-7,7%
CC1CCN(C(=O)c2nc[nH]c2C(=O)N2CCC(C)CC2)CC1,-3,-4%,14,-1,0.2%,5%,-2,-15,6%
CCOC(=O)COc1ccc(S(=O)(=O)N2CCN(c3ccccc3F)CC2)cc1,-5,5%,-2,4,0.5%,-1%,-26,-12,-4%
COc1ccccc1OCC(=O)NCCSCc1cccc(Cl)c1,-1,-3%,-6,4,2.0%,1%,-23,-3,-8%
CCc1nc(N)nc(N)c1-c1ccc(Cl)cc1,7,1%&-3%&-4%&-6%&-2%,-6,19,1.6%,-8%&-3%,-18,0&1&-3,3%
O=C(COC(=O)c1ccc(Cl)c(S(=O)(=O)N2CCCCC2)c1)NCc1ccco1,17,-3%,-2,0,-2.1%,-8%,-6,1,7%
O=C(O)CCc1ccc(-c2cccs2)n1CC1CCCO1 (centres undefined),-2,-2%,11,0,0.7%,0%,0,-15,0%
C=C(C)CN(CC)c1nc(N)c2c(N)nc3c(c2c1C#N)CC(=O)N3C12CC3CC(CC(C3)C1)C2,5,-4%,-3,2,5.3%,1%,13,8,1%
COc1cccc(NC(=S)N2CCC(C(=O)c3ccc(F)cc3)CC2)c1,/,0%,/,/,/,0%,/,-1,0%
COc1ccccc1N1C(=O)C2CC(C)=C(C)CC2C1=O (centres undefined),-4,-4%,-5,-1,3.1%,0%,-9,3,-3%
CC(=O)CCc1ccc(OCCCCN2CCC(Cc3ccccc3)CC2)cc1,-26,-2%,-10,9,-0.2%,-1%,/,-12,4%
Cc1nc2ccc([N+](=O)[O-])cc2[nH]1,0,-4%,2,5,1.9%,0%,-2,-8,12%
O=C(COC(=O)Cc1ccc(Cl)c(Cl)c1)Nc1ccc2[nH]c(=O)[nH]c2c1,-3,-1%,-9,-1,1.0%,1%,4,-1,0%
CCCCn1c(N)c(N(CC(C)C)C(=O)CSc2ccc3c(c2)OCCO3)c(=O)[nH]c1=O,/,-2%,-1,3,-1.2%,-1%,-11,1,-5%
# Next part:
SMILES,D2 potentiator,Glioma ERSR ind,D1 PAM,D1 agonist,RXFP1 agonist,Vif-APOBEC3G blk,D1 antagonist,LDHA inh,Vif-APOBEC3F blk
O=C(Nc1ccc(Br)cc1)N1CCCC(O)C1 (centres undefined),11,-4%,/,5,-3.6%,0%,-1,-9,-6%
CC(=O)CC(=O)Nc1cccc2c1CCCC2,5,-7%,-1,4,0.4%,1%,7,0,2%
Cc1ccc(CN(C)C(=O)COC(=O)CSc2ccc([N+](=O)[O-])cc2)cc1,-6,-1%,-5,5,1.6%,0%,-6,0,-4%
CCOC(=O)c1ccccc1NC(=O)C1=COCCO1,10,-2%,5,4,1.9%,2%,4,-2,5%
CCOC(=O)NC1(NCC(C)C)Oc2ccccc2O1,8,?,-2,1,-1.3%,-6%,7,18,-18%
Cc1cccc2c(=O)c(C(=O)NCc3cccs3)c[nH]c12,/,9%,/,/,/,-1%,/,-3,-1%
Cc1cn(CC(=O)NCC(c2ccccc2)c2ccccc2)c(=O)[nH]c1=O,/,-2%,/,/,/,-3%,/,-6,-6%
Cc1cccc(C)c1NC(=O)CNC(=O)c1ccc2nc[nH]c2c1,-1,-2%,-4,2,0.0%,0%,0,3,-11%
COc1ccc(N(CC(=O)Nc2ccc(F)c(F)c2)S(=O)(=O)c2c(C)[nH]c(=O)[nH]c2=O)cc1,-8,5%,-2,3,0.5%,-2%,-5,-3,1%
C=CCN1C(=O)c2ccccc2Sc2ccc(C(=O)NC(C)C)cc21,-7,-6%,-1,2,0.2%,-2%,11,-1,1%
O=C(NNC(=O)C1CC1c1ccccc1)Nc1cccc(Cl)c1 (centres undefined),-6,-1%,-4,6,3.0%,-1%,-12,-8,-7%
O=C(Nc1ccc(NC(=O)c2ccc([N+](=O)[O-])o2)cc1Cl)c1ccco1,-22,1%,-5,1,-1.9%,-12%,-2,-12,-5%
COc1ccccc1NC(=S)NC(=O)c1ccc(Cn2cc(Br)cn2)cc1,-9,-4%,-6,11,0.7%,-6%,2,-2,-1%
COC1=CC(=O)OC(c2ccc(OC)cc2)C1 (centres undefined),/,-3%,/,/,/,1%,/,5,-1%
CN(C(=O)CC(=O)Nc1ccc(Cl)c(Cl)c1)c1ccccc1,-21,1%,-5,5,-2.8%,-5%,-6,0,-1%
Nc1cc(C(=O)OCC(=O)N2CCOCC2)ccc1Cl,/,2%,-6,0,-2.6%,0%,6,-1,-16%
O=c1oc2ccccc2cc1-c1nnc(Nc2ccc(Cl)cc2Cl)s1,9,-1%,-1,0,3.7%,1%,12,-12,-13%
C(=N\n1cnnc1)/c1ccc(OCc2cccc3ccccc23)cc1,-11,0%,3,1,0.0%,-6%,-4,2,4%
COc1cnc(-c2ccccc2)nc1Oc1cccc(C)c1,2,-3%,0,5,-3.0%,-4%,3,-2,1%
CC(C)OC(=O)CSc1nc(-c2ccc(F)cc2)cc(C(F)(F)F)n1,2,-1%,5,-1,-0.6%,1%,-2,-2,1%
CCOc1ccc(CNC(=O)C2CCCN(S(=O)(=O)N(CC)c3ccc(OCC)cc3)C2)cc1 (centres undefined),-3,-1%,-5,0,1.4%,3%,2,-6,1%
CCOC(=O)C1=C(C)N=c2s/c(=C\C(=O)OC)c(=O)n2C1c1ccc(OC)cc1 (centres undefined),-1,-4%,-3,0,-0.8%,-8%,2,-3,-6%
CCn1c(SCC(=O)NC2CCCC2)nnc1-c1c[nH]c2ccccc12,8,0%,-3,-1,2.1%,3%,-6,-1,-10%
O=C(NCCc1cn[nH]c1)c1ccc2oc(CCc3ccccc3)nc2c1,/,1%,/,/,/,1%,/,-2,-1%
Cc1cccc(N(C)C(=O)c2cc3c(=O)oc4ccc(C)cc4c3s2)c1,4,-1%,-1,3,-0.7%,0%,8,-2,2%
# Later entries
SMILES,D2 potentiator,Glioma ERSR ind,D1 PAM,D1 agonist,RXFP1 agonist,Vif-APOBEC3G blk,D1 antagonist,LDHA inh,Vif-APOBEC3F blk
CCc1ccc(NC(=O)CNCc2ccc(OC)c(OC)c2)cc1,8,-4%,1,13,2.7%,-3%,4,-16,-1%
Cc1nc2c(-c3ccc(F)cc3)c(C)nn2c(C)c1CCC(=O)N1CCN(c2ccc(F)cc2)CC1,0,-1%&-4%,-2,1&0,0.5%&-0.4%,0%&-3%,-11&0,-6&-1,-1%&1%
COc1cccc(NC(=O)COc2ccc(C)cc2)c1,-4,3%,-7,9,0.4%,-2%,-6,1,2%
O=C(O)/C=C/C(=O)c1ccc(O)cc1,0,-3%,5,5,0.6%,-3%,-7,-5,-20%
O=C(CSc1nc2ccccc2c(=O)n1Cc1ccc(F)cc1)NCc1cccs1,2,-1%,3,1,22%,-1%,9,-10,-14%
CCCC(=O)Nc1ccccc1C(=O)OCc1cc(=O)n2nc(C(C)C)sc2n1,9,-1%,0,4,1.9%,2%,6,-3,0%
O=C(O)[C@H](Cc1ccccc1)NC(=O)N1CCCCCC1,3,0%,-8,1,-2.1%,0%,12,-2,16%
COCc1cc(C)nc(Nc2cc(C)ccc2C)c1C#N,-2,1%,2,0,6.0%,0%,-1,1,-5%
O=C(Oc1cccnc1)c1ccc([N+](=O)[O-])cc1Cl,24,-4%,11,0,3.0%,3%,-8,1,1%
CC(C)NC(=O)c1ccc(COc2cc(Cl)ccc2Cl)o1,6,2%,-2,9,0.6%,-3%,-6,-4,-19%
COc1ccc(-n2c(=O)c3c4c(sc3n(Cc3ccc(C)cc3C)c2=O)CCC4)c(OC)c1,-25,-1%,1,5,-2.0%,5%,10,-4,-7%
COc1ccc(NC(=O)N2CCCC2C(=O)NCCc2ccccc2)cc1 (centres undefined),-3,0%,6,3,2.1%,0%,0,2,-11%
COc1ccc(CNC(=O)C(=O)NCC(c2ccco2)S(=O)(=O)c2ccc(Cl)cc2)cc1 (centres undefined),8,-2%,3,12,1.6%,5%,/,1,-2%
CC1=CC(C)(C)N(C(=O)CN2C(=O)c3ccccc3C2=O)c2ccccc21,-2,-5%,-1,0,0.8%,-7%,25,5,1%
